SDO1 yeast rescue = compounds rescuing growth of sdo1-depleted yeast, bone marrow failure model; S. cerevisiae sdo1-depleted JHY4D growth rescue, OD600 30 h; active compounds read high; pdr5 snq2 efflux-pump mutant strain; z-score at 10 µM; hit rate 0.21% among 140,000;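 active means z-score above 3 at both the 24 hr and the 30 hr optical density reads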;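 further: z-score against mean and SD of all compound wells on the same plate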
INS promoter inh = TRM-6 insulin promoter activity inhibition; TRM-6 cells (human fetal islet line), insulin promoter-eGFP reporter, imaging; reporter expression induced with tamoxifen; inhibition, % at 2 µM; hit rate 0.9% among 130,000; AID 1273;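 active means inhibition above the mean plus 3 SD, with well images judged a real hit on visual review, cut at about 60% in these data, passing the limit was not always enough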
SDO1 yeast rescue Rescue 24 h = second read-out of SDO1 yeast rescue, no call of its own (marks repeat the call); z-score; S. cerevisiae sdo1-depleted JHY4D growth rescue, OD600; measured here: growth rescue at 24 h;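 0 is the plate mean of compound wells and units are plate SD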
* marks the source's active call; other numbers are inactive results; · = no result given; [ ] = another dose, or the depositor's remark.

SMILES	SDO1 yeast rescue	SDO1 yeast rescue Rescue 24 h	INS promoter inh
COC(=O)c1cc2c(C)c(C)c3ccccn3c-2c1C(=O)OC	-0.43	-0.44	-46
O=C(C1Cc2ccccc2CN1S(=O)(=O)c1cccs1)N1CCCCC1 (stereo not given)	-0.03	0.3	-15
O=C(CCc1ccc(S(=O)(=O)NC2CCCCC2)cc1)NCc1cccnc1	·	·	-20
COc1ccc(C(=O)NC2CCN(CC(=O)Nc3cccc(C)c3)CC2)cc1OC	0.26	-0.61	16
COc1ccc(-c2cc(-c3n[nH]c(=S)n3-c3ccccc3OC)[nH]n2)cc1	0.77	0.48	-14
COc1ccccc1C(=O)Nc1ccc(NC(=O)c2ccco2)c(C)c1	-0.1	-0.25	-63
COC(=O)c1cc2ccsc2n1Cc1nc(-c2ccc(Cl)cc2)oc1C	-2.1	0.06	·
Cc1cc(C(=O)N/N=C/c2ccc3c(c2)OCO3)c(C)n1-c1ccc(F)cc1	·	·	-21
CC(C)n1nc(CC(=O)O)c2ccccc2c1=O	·	·	33
COc1cccc(C(=O)N/N=C2\SCC(=O)N2Cc2ccc3c(c2)OCO3)c1	0.15	-0.57	11
Cc1nc(CN2CCOCC2)cc(=O)[nH]1	-0.54	-1.1	-4
CCOC(=O)C1CCN(CCC(=O)Nc2ccccc2)CC1	-0.06	-0.63	12
NNc1nc2cccnc2n(CCNc2ncc(C(F)(F)F)cc2Cl)c1=O	·	·	-37
CCCNC(=O)c1c(N)n(-c2ccc3c(c2)OCO3)c2nc3ccccc3nc12	-1.1	-1.9	31
COc1ccc2cc3cc(C(=O)NCc4cccs4)oc3nc2c1	0	2.1	7
Fc1ccc(-n2cc(-c3ccccc3)c3c(NN4CCOCC4)ncnc32)cc1	-1.1	-0.76	17
Cn1c(=O)c2c(SCc3ccccn3)nc(C3CC3)nc2n(C)c1=O	-2.3	-1.4	40
O=C(/C=C/NNC(=O)c1ccccc1)c1ccc(Br)cc1	0.28	-0.4	-4
CC(C)(C(=O)c1ccccc1)/[N+]([O-])=C/c1ccc(F)cc1	·	·	-10
COc1ccccc1NC(=O)C(C)Sc1nnnn1C (stereo not given)	1.8	2.3	·

Gathered by group: the compounds so far containing four or more nitrogen atoms (six)
SMILES	SDO1 yeast rescue	SDO1 yeast rescue Rescue 24 h	INS promoter inh
COc1ccc(-c2cc(-c3n[nH]c(=S)n3-c3ccccc3OC)[nH]n2)cc1	0.77	0.48	-14
NNc1nc2cccnc2n(CCNc2ncc(C(F)(F)F)cc2Cl)c1=O	·	·	-37
CCCNC(=O)c1c(N)n(-c2ccc3c(c2)OCO3)c2nc3ccccc3nc12	-1.1	-1.9	31
Fc1ccc(-n2cc(-c3ccccc3)c3c(NN4CCOCC4)ncnc32)cc1	-1.1	-0.76	17
Cn1c(=O)c2c(SCc3ccccn3)nc(C3CC3)nc2n(C)c1=O	-2.3	-1.4	40
COc1ccccc1NC(=O)C(C)Sc1nnnn1C (stereo not given)	1.8	2.3	·

The results go on:
SMILES	SDO1 yeast rescue	SDO1 yeast rescue Rescue 24 h	INS promoter inh
Cc1ccc2cccc(NC(=S)NC(=O)c3ccn(C)n3)c2n1	-2.2	-0.96	-267
CN(C)c1ccc(-c2ccccc2)nn1	0.84	0.03	14
Cc1c(NC(=O)c2cc(C3CC3)on2)c(=O)n(-c2ccccc2)n1C	0.41	-0.59	·
CSc1nnc(C)c(=O)n1COC(=O)COc1ccccc1F	·	·	28
NNc1nc2sc3c(c2c(=O)[nH]1)CCc1ccccc1-3	-0.44	-0.47	·
Cc1cc(C(=O)OCC(=O)NCCC(C)C)c2ccccc2n1	0.53	0.16	37
CC(C)CCNC(=O)c1cc([N+](=O)[O-])ccc1N1CCOCC1	1.6	1.4	·
CCOC(=O)c1c(NC(=O)COC(=O)CCS(=O)(=O)c2ccc(C)cc2)sc(C)c1C	0.33	0.75	·
O=C(CCc1[nH]c2ccccc2c1Sc1ccccc1)N(CCO)CCO	0.3	-0.24	7
COc1ccc(NC(=O)Cc2c(Sc3ccccc3)c3ccccc3n2C)cc1	0.55	1.1	16
O=C(NC(=S)N1CCN(C(c2ccccc2)c2ccccc2)CC1)c1ccc(S(=O)(=O)N2CCOCC2)cc1	0.89	1.6	40
Cc1cc(C)nc(SCc2nnc(SCC(=O)N3CCOCC3)o2)n1	0.43	-0.56	·
CCC1(CC)Cc2ccccc2-c2nc3ccccc3c(=O)n21	0.07	0.63	23
Cc1nnc(NC(=O)CCNC(=O)c2ccccc2Cl)s1	·	·	42
CCOc1ccccc1N1CCN(C(=O)c2ccncc2)CC1	0.85	0.49	38
O=C(Nc1nccs1)c1ccccn1	·	·	-78
O=c1cc(-c2ccccc2)[nH]n1-c1nc2ccccc2s1	0.66	-0.05	·
O=C(c1cccs1)N1CCN(Cc2ccccn2)CC1	·	·	-4
O=C(Nc1ccccc1-c1ccccc1)c1cnccn1	-1.1	-1	·
O=C(CC1(O)C(=O)Nc2ccccc21)c1ccccc1 (stereo not given)	-0.33	-0.62	·

Whole records, quoted from the list:
Entry for O=C(CCc1[nH]c2ccccc2c1Sc1ccccc1)N(CCO)CCO → SDO1 yeast rescue = 0.3; SDO1 yeast rescue Rescue 24 h = -0.24; INS promoter inh = 7
Entry for O=C(NC(=S)N1CCN(C(c2ccccc2)c2ccccc2)CC1)c1ccc(S(=O)(=O)N2CCOCC2)cc1 → SDO1 yeast rescue = 0.89; SDO1 yeast rescue Rescue 24 h = 1.6; INS promoter inh = 40

Further records follow:
SMILES	SDO1 yeast rescue	SDO1 yeast rescue Rescue 24 h	INS promoter inh
O=C(O)CSc1nnc(-c2ccccc2O)n1Cc1ccccc1	1.1	1.2	40
O=C(c1ccco1)N1CCN=C1SCc1ccccc1F	2.4	2.2	·
CSc1nc2ccc(NS(=O)(=O)c3cccc(Cl)c3Cl)cc2s1	-1.4	-0.61	·
O=C(Nc1cccc2ccccc12)C1CCN(C(=O)NCc2ccccc2)CC1	0.01	-0.23	44
C/C(=N\NC(=O)Cn1nc(C)c(Br)c1C)c1cccs1	0.98	0.44	10
Cc1ccc(C(=O)O)cc1N=Cc1cc(Br)cc(Br)c1O	-0.51	-0.3	-36
O=C(O)CCSc1nnc(SCC(=O)NCC(F)(F)F)s1	1.5	0.59	-9
Cc1onc(-c2ccccc2Cl)c1C(=O)N1CCCc2ccccc21	-1.8	-1.3	64
O=C(COc1cccc2ccccc12)N1CCN(c2ccccn2)CC1	-0.47	-1.5	-31
C/C(=N/NS(=O)(=O)c1ccc(Cl)cc1)c1cccc(O)c1	0.13	-0.7	0
O=C(CSc1nc2ccccc2s1)NC(=O)NCc1ccco1	-0.98[8 µM]	-1.3	·
Cc1ccc2c(c1)c1ncnc(N3CCOCC3)c1n2C	-1.1	-1.2	6
O=C(Nc1ccc(Cl)cc1C(=O)NCC1CCCO1)c1ccco1 (stereo not given)	-0.18	-0.31	75*
CCOC(=O)CSc1nnnn1-c1cc(OC)ccc1OC	0.48	0.49	·
O=C(COn1nnc2ccc(Cl)cc21)NC12CC3CC(CC(C3)C1)C2	-0.95	0.44	-57
Cn1c(N)c(S(=O)(=O)N2CCN(c3ccccc3)CC2)c(=O)n(C)c1=O	·	·	0
O=C(NCCO)/C(=C\c1ccc(Br)cc1)NC(=O)c1cccs1	0.77	0.8	0
Cc1ccccc1NC(=O)/C(=C/c1cccs1)NC(=O)c1ccco1	-0.55	-1.3	-19
O=C(NC1CCCc2ccccc21)c1ccccc1Cl (stereo not given)	·	·	-37
Cc1[nH]n(-c2ccccc2)c(=O)c1N=Nc1ccccc1	·	·	-33
COc1ccc(S(=O)(=O)N2c3ccccc3OCC2C(C)(C)C)cc1 (stereo not given)	·	·	-43
COc1ccc(C(=O)Nc2cccc(/C(C)=N/NC(=O)c3ccc([N+](=O)[O-])c(C)c3)c2)cc1OC	0.45	-0.2	23
COc1ccccc1CNC(=O)Cc1cc(=O)[nH]c(=O)[nH]1	0.58	-0.12	-10
O=C(/C=C/c1ccc(-c2ccccc2[N+](=O)[O-])o1)c1ccccc1	-0.86	-0.52	·
CCOc1[nH]n(-c2ccc(Cl)cc2)c(=O)c1C=Nc1ccc(C)cc1	0.63	1.2	0
CC1CCCC2(C1)NC(=S)N(c1ccccc1)N2 (stereo not given)	-1.3	-0.84	40
Cc1c(Cl)cccc1NC(=S)N1CCN(S(=O)(=O)c2cccs2)CC1	·	·	-53
Cc1ccc2oc(=O)c3cnn(CC(=O)Nc4cc(-c5cccc(F)c5)no4)c3c2c1	-1.6	-1.2	25
Cc1nc2cc(Cl)c(Cl)cc2nc1C	0.27	0.26	23
O=C(O)c1cccc(Cn2c(Cl)c(/C=N/NC(=O)c3ccccc3)sc2=O)c1	1.6	0.51	-13
Cc1ccccc1NC(=O)c1sc2nc[nH]c(=O)c2c1C	1.3	0.54	·
COc1ccc(Cl)cc1C(=O)OCC(=O)NC(=O)c1cccn1C	0.1	0.07	-14
Cc1ccc2c(CC(=O)N3CCN(S(=O)(=O)c4ccc5c(c4)OCCO5)CC3)coc2c1	-1.5	-0.2	·
COC(=O)c1ccc2ccn(CC(=O)NC3CCCCC3)c2c1	-0.13	-0.87	14
CN(C)S(=O)(=O)c1cccc(C(=O)OCC(=O)Nc2sccc2C(N)=O)c1	-0.7[6 µM]	-1	·
Cc1ccc(NC(=O)c2c(C(F)(F)F)nn(C)c2SCc2cccc(C(F)(F)F)c2)cc1C	-0.69	-0.69	·
COc1cccc(CN(C)C(=O)c2ccc(S(=O)(=O)N3CCCC3)cc2)c1OC	0.39	1.2	-13
CCSc1nnc(NC(=O)Cc2cc(OC)c(OC)c(OC)c2)s1	·	·	-83
CCC(=O)N1CCCc2cc(S(=O)(=O)N3CCN(C4CCCCC4)CC3)ccc21	0.14	-0.03	·
O=C(Nc1ccc(Cl)c(Cl)c1)N1CC=C(c2ccccc2)CC1	-2.2	-1.4	41
CCC(C)N(C(=O)COC(=O)/C=C/c1ccc(O)c(OC)c1)C1CCS(=O)(=O)C1 (stereo not given)	0.19	-0.13	-7
O=C(Nc1cccc(F)c1)N(Cc1ccc(Cl)cc1)CC(O)C(F)(F)F (stereo not given)	-1.7	-1.4	-23
CC1(C)CC(=O)C(Sc2ccccc2C(=O)O)=C(O)C1	1	0.71	·
O=C(O)c1cc2c(s1)-c1ccccc1OC2	0.67	-0.23	·
COc1cc(OC)cc(-c2nc3ccccc3c(=O)n2NC(=O)c2cccnc2Cl)c1	0.61	0.47	6
Cc1ccc(Cn2nnc3c(=O)n(CC(=O)c4ccccc4)cnc32)cc1	-0.46	-0.84	·
COC(=O)C(Cc1ccc(OC(=O)c2ccccc2C)cc1)N1Cc2ccccc2C1=O (stereo not given)	-1.1	-0.42	39
COc1ccc(N2C3=[N+](CC2(C)O)c2ccccc2CC3)cc1 (stereo not given)	-0.07	-0.66	36
Cc1cc(C)nc(N/C(=N/S(=O)(=O)Cc2ccccc2)Nc2ccccc2)n1	-1.4	-1.1	-31
Cc1c(F)cccc1NS(=O)(=O)c1ccccc1C#N	-0.54	-0.99	50
C[N+]1=C2CCCCCN2C(O)(c2ccccc2)C1 (stereo not given)	0.24	0.59	·
COc1ccc(C2CC(C(F)(F)F)n3nc(C(N)=O)c(Cl)c3N2)cc1OC (stereo not given)	-0.53	-1	·
COC(=O)CSc1nc(N)c(C#N)c(C(C)C)c1C#N	-0.41	-0.22	·
COc1ccc(C)cc1S(=O)(=O)N1c2ccccc2CC1C (stereo not given)	-1.7	-2.3	-60
COc1ccc(CCNC(=O)CSc2nnc(-c3ccc(F)cc3)o2)cc1OC	0.13	-0.67	·
NC(=O)c1ccc(NC(=O)COC(=O)CC(NC(=O)c2ccccc2Cl)c2ccccc2)cc1 (stereo not given)	0.83	0.93	-51
COc1ccc(CCN2C(=O)CC(N3CCOCC3)C2=O)cc1OC (stereo not given)	0.84	0.36	24
COCCNC(=O)CSc1nc2ccc(N3CCOCC3)cc2c(=O)n1Cc1ccc(OC)cc1	-0.25	-0.45	0
Cc1ccc2nc(N3CCN(C)CC3)c(C#N)cc2c1	1.2	0.84	·
CC(=O)Nc1ccc(C(=O)CSc2nnc3scc(-c4ccccc4)n23)cc1	-0.29	-0.56	·
Going on with the list:
SMILES	SDO1 yeast rescue	SDO1 yeast rescue Rescue 24 h	INS promoter inh
CCCCCOc1ccc(NC(=O)C2OC3OC(C)(C)OC3C3OC(C)(C)OC23)cc1 (stereo not given)	0.25	0.62	-7
CC1CCCCC1NC(=O)C1CCN(S(=O)(=O)c2ccc3c(c2)CCC(=O)N3)CC1 (stereo not given)	0.41	-0.39	·
Cc1cc(C)c2nc(/N=C(\N)NC(=O)Nc3ccccc3)nc(C)c2c1	-1.1	-0.87	-5
CCCOc1ccc(CC2CCC(=O)NC2=O)cc1 (stereo not given)	0.35	-0.07	-180
CC(C)c1ccc(NC(=O)COc2ccc(S(=O)(=O)N3CCOCC3)cc2)cc1	0.55	1.6	-24
CCOC(=O)C(NC(C)=O)C(OC(C)=O)c1cccc(N(CCO)CCO)c1 (stereo not given)	0.19	-0.45	-9
Cc1ccc(C=C2C(=O)c3ccccc3C2=O)s1	-0.55	-0.79	-322
CC(C)OC(=O)CSc1nnc(-c2cnccn2)n1C	-1.3	-1.4	-44
COc1ccccc1N1CCN(C(CNS(C)(=O)=O)c2cccnc2)CC1 (stereo not given)	·	·	-44
COc1cccc(CN(C)C(=O)CCc2nnc(-c3ccsc3)o2)c1	·	·	31
Cc1nn(C)c(Cl)c1CN1CCCC(CO)(Cc2cccc(Cl)c2)C1 (stereo not given)	·	·	0
CN(c1ccccc1)C1CCCCC1NS(=O)(=O)c1ccc(Cl)cc1 (stereo not given)	-1.5	-2	27

Part of the list above, with bars between the fields:
SMILES | SDO1 yeast rescue | SDO1 yeast rescue Rescue 24 h | INS promoter inh
CC(C)OC(=O)CSc1nnc(-c2cnccn2)n1C | -1.3 | -1.4 | -44
CCCOc1ccc(CC2CCC(=O)NC2=O)cc1 (stereo not given) | 0.35 | -0.07 | -180
Cc1ccc(C=C2C(=O)c3ccccc3C2=O)s1 | -0.55 | -0.79 | -322
